PI5P4K alpha inh: blocks human PI5P4K alpha kinase activity; P48426; PI5P4Kalpha enzyme, ADP-Glo luminescence, 60 min; stronger effect = lower value; max response, %; 330,000 tested, 1.2% active; AID 652105; active = max response of -50% or lower; inconclusive = between -30% and -50%; inactive = -30% or higher; note: value at the top dose of about 77 µM; % is set by controls: 0 for no effect and ±100 for the full control effect
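Quantitative HTS of the MLSMR library against PI5P4Kalpha with substrate. ATP added last at 5 microM final; room temperature, 60 minutes. Remaining ATP depleted, ADP converted and read as luminescence.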
EPAC2 ag: EPAC2 (human) agonism; EPAC2 activation, biochemical qHTS; response scale: 100% = 6.5 mM cAMP response; Potency, µM (series often up to 154 µM), inactives show top-dose activation, actives largely listed as activators; Q8WZA2; 360,000 tested, 0.079% active; note: potency is the fitted concentration of half-maximal effect; nearly all actives have a fitted effect of over 50% in size
Target sequence (Q8WZA2 whole entry, looked up): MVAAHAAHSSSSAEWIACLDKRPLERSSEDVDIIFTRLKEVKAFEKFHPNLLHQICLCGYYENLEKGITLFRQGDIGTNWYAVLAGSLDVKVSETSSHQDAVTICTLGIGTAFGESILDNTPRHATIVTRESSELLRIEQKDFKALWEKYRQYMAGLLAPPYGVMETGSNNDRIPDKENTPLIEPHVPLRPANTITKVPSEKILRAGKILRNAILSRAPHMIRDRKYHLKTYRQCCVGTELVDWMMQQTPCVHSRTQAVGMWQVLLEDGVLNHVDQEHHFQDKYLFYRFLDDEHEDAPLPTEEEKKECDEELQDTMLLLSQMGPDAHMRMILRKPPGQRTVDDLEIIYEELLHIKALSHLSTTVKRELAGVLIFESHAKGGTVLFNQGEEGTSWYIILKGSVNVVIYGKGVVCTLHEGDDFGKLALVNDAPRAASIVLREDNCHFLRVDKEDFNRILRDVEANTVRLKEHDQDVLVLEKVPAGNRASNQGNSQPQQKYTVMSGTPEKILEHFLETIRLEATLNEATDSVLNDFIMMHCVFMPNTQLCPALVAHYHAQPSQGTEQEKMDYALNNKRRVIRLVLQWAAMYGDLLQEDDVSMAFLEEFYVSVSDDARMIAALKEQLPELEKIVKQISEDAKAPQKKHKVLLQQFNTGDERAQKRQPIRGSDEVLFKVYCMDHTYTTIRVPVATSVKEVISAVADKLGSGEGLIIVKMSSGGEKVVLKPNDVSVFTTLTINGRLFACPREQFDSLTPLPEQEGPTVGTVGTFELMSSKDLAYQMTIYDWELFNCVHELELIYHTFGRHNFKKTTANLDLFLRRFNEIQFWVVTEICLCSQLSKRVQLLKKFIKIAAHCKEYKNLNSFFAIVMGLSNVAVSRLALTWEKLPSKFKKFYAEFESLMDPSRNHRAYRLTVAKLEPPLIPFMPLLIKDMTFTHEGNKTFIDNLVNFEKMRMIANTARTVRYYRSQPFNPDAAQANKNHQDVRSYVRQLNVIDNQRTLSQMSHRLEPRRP
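Each well held 100 nM EPAC2, 250 nM RAP1B-BODIPY-GDP and 50 uM GDP. Fluorescence, read at 5-min intervals to 30 min, was referenced to a 6.5 mM cAMP positive control.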
EPAC1 antagonist: EPAC1 (human) antagonism; 360,000 tested, 0.14% active; O95398; Potency, µM (series often up to 115 µM), without a hit: at the highest dose activity change, negative = inhibition, usual class: inhibitors; EPAC1 GEF assay, Rap1b-BODIPY-GDP exchange fluorescence;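 note: potency is the fitted concentration of half-maximal effect; plate controls were vehicle for no effect and positive control for full effect; nearly all actives have a fitted effect of over 50% in size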
WRN helicase inh: blocks human WRN helicase. Q14191. WRN helicase unwinding, fluorescent forked duplex, kinetic. Potency, µM (highest dose often 114 µM), without a hit: top-dose activity change, negative = inhibition, most hits filed as inhibitors. 360,000 tested, 0.46% active. AID 651768; note: potency is the fitted concentration of half-maximal effect; % is set by controls: 0 for no effect and ±100 for the full control effect; nearly all actives have a fitted effect of over 55% in size
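WRN at 20 nM final preincubated with compound 15 min at room temperature; reaction started with 100 nM fluorophore/quencher forked duplex oligonucleotide and 2 mM ATP final. Unwinding followed kinetically by red fluorescence (ex 525, em 598 nm).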
PLK1 PBD inh: PLK1 (human) polo-box domain binding inhibition; P53350; 360,000 tested, 2.8% active; Plk1 PBD binding of FITC phosphopeptide, fluorescence polarization; Potency, µM, without a hit: max response, negative = inhibition, actives largely listed as inhibitors; note: potency is the fitted concentration of half-maximal effect; series mostly up to about 57 µM; % is set by controls: 0 for no effect and ±100 for the full control effect; nearly all actives have a fitted effect of over 65% in size
EPAC1 ag: agonists of human EPAC1. O95398. EPAC1 agonist qHTS, biochemical assay; response scale: 100% = response to 6.5 mM cAMP. Potency, µM (doses to about 154 µM), for inactives: top-dose activation, usual class: activators. 360,000 tested, 0.073% active; note: potency is the fitted concentration of half-maximal effect; nearly all actives have a fitted effect of over 60% in size
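Compounds were pinned as a concentration titration into mixtures of EPAC1 (100 nM), BODIPY-GDP-loaded Rap1B (250 nM) and GDP (50 uM). After 5 min at room temperature, fluorescence was followed for 30 min; activity was scaled to 6.5 mM cAMP.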
IL-2 act: activates IL-2 in a cell-based reporter assay | IL-2 activation reporter assay, cell-based qHTS; stimulated with anti-CD3/CD4/CD28 beads; in transgenic mouse T cells | activation, % (series mostly up to about 46 µM) | 360,000 tested, 0.065% active; in the data active = activation above about 50%; inconclusive = mostly about 30% to 49%; note: 0% is about no effect
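First, unstimulated transgenic mouse T cells were exposed to compound for 60 min. Next, anti-CD3/anti-CD4-coated beads with anti-CD28 were added. Finally, after 18 h at 37 degrees C, EGFP and DsRed were imaged.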
CCT modulator: modulators of cytosolic chaperonin (CCT/TRiC) activity. purified chaperonin ATPase assay, HTRF ADP detection, 30 min. activity change, % (test concentration not listed), hits read low. 360,000 tested, 0.3% active; in the data active = activity change below about -30%; note: % is set by controls: 0 for no effect and ±100 for the full control effect
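Enzyme 40 or 20 nM (batch-dependent) in Tris pH 7.4/KCl/MgCl2/DTT; cpd 76 uM single point; ATP 10 uM; 30 min 37 °C; Transcreener ADP HTRF detection, 30 min RT; ratio 665/615.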
* = called active by the depositor; ? = inconclusive; . = no result given; [ ] = remark or other dose. Unless noted, calls come from the whole dose curve; as a rule, active = well fitted curve in the direction sought with a large enough effect; inconclusive = small, poorly fitted or top-dose-only effect, or another doubt; inactive = no such curve, though single readings can be large; an effect the other way counts as inactive or inconclusive. This is a subset; count on the stated rates, not on these rows.

SMILES,PI5P4K alpha inh,EPAC2 ag,EPAC1 antagonist,WRN helicase inh,PLK1 PBD inh,EPAC1 ag,IL-2 act,CCT modulator
CNc1c(NS(=O)(=O)c2ccc(OC)c(Cl)c2)c(=O)oc2ccccc12,2,4%,-10%,1%,-3%,1%,-1.5,-63*
OC1(c2ccccn2)COc2ccccc2O1 (configuration not stated),2,-2%,5%,-3%,-2%,7%,-1.6,-2.9
Nc1ccc2nc(-c3ccc(N)c(Cl)c3)[nH]c2c1,-63*,-1%,8%,?,-8%,-2%,0.1,-0.4
CC(C)Cn1c(=O)oc2ccccc21,-1,-11%,5%,-5%,2%,0%,-1.4,2.5
COc1ccc(N2C(=O)c3ccccc3NC2c2ccc(OC)c(Cn3cc([N+](=O)[O-])cn3)c2)cc1 (configuration not stated),-1,0%,17%,-2%,-12%,4%,-5.2,3.2
COc1cccc(OC)c1C(=O)Nc1ccccc1NC(=O)c1c(OC)cccc1OC,2,7%,-11%,0%,-2%,2%,-4.4,-0.1
Cc1ccc(CC2CC(=O)N(CCc3ccc4c(c3)OCO4)C2=O)cc1 (configuration not stated),1,-9%[15.6 µM],-10%,2%,0%,-5%,-0.3,0.3
Cc1ccccc1NC(=O)C1c2ccccc2Oc2ccccc21,-7,-4%,8%,3%,-3%,1%,0.2,-0.5
O=C(NCc1ccc2c(c1)OCO2)c1ccc(N2CCCC2=O)cc1,.,-1%,-9%,1%,2%,5%,-1.8,1.2
COc1ccc(C(=O)NC2CCN(C(=O)Nc3ccc(F)cc3)CC2)cc1,3,10%,7%,6%,2%,6%,-4.1,-0.9
Cc1ccc(NC(=O)CN2CCOCC2)c(Br)c1,4,8%,-1%,7%,-17%,5%,-2.7,-2.1
CN(Cc1ccc(C(F)(F)F)cc1)C(=O)C1CCC(=O)N(C2CC2)C1 (configuration not stated),1,-1%,1%,-13%,-1%,12%,1.6,-1.6

Other structures
SMILES,PI5P4K alpha inh,EPAC2 ag,EPAC1 antagonist,WRN helicase inh,PLK1 PBD inh,EPAC1 ag,IL-2 act,CCT modulator
CN(CC(=O)NCc1cccs1)S(=O)(=O)c1cccc2cccnc12,4,13%,8%,?,?,-22%,-1.1,-3.7
COc1cccc(/C=N\NS(=O)(=O)c2ccccc2)c1OC,0,5%,-11%,10%,-9%,12%,0.6,0.5
CC(C)(C)NCC(O)COc1ccccc1C(C)(C)C (configuration not stated),.,6%,6%,0%,-5%,1%,-2.0,1.6
Cc1ccc(NC(=O)/C(CN(C)C)=N\O)cc1,1,-1%,-11%,6%,-1%,10%,-1.6,-2.3
CC(=O)c1cccc(NC(=O)c2ccc(C(=O)Nc3cccc(C(C)=O)c3)nc2)c1,-5,-2%,-6%,2%,3%,-6%,-0.2,-0.4
NC(=O)COc1ccc(/C=N\NC(=O)c2ccc(-c3ccccc3)cc2)cc1,0,4%,6%,-25%,-13%,-27%,-0.3,-2.2
O=C(O)c1nn(CC(=O)N2CCC(Cc3ccccc3)CC2)c(=O)c2ccccc12,-11,-8%,7%,1%,1%,-2%,0.2,-1.5
CCN1C(=O)[C@H]2[C@H]3CN=C(SCc4ccc(C(=O)OC)cc4)N3[C@@](C)(C(=O)OC)[C@H]2C1=O,-6,4%,-9%,2%,-6%,-11%,0.8,-0.7
COc1ccc(CCNC(=O)CCCCCn2c(SCC(N)=O)nc3cc4c(cc3c2=O)OCO4)cc1OC,-7,-3%,-2%,-2%,-6%,3%,0.8,0.6
O=C1CCCN1CCCNc1nc2c(S(=O)(=O)c3ccc(Br)cc3)nnn2c2ccccc12,8,-8%,9%,-4%,?,22%,1.8,0.9
CCC1CC2(C)NC(=O)c3c(sc4c3CC(C)(C)OC4)N2C1=O (configuration not stated),-30,7%,-16%,-27%,12µM*,5%,1.1,-6.2
CC(=O)c1ccc(Oc2cc(C)nc(NCc3ccccc3)n2)cc1,-2,1%,6%,-6%,4%,-4%,-2.8,-4.0

Going on with the list:
SMILES,PI5P4K alpha inh,EPAC2 ag,EPAC1 antagonist,WRN helicase inh,PLK1 PBD inh,EPAC1 ag,IL-2 act,CCT modulator
CN(C)CCN(C)Cc1ccccc1Sc1cccc2ccccc12,15,-6%,0%,-23%,-12%,-7%,-0.9,-1.7
CCCCc1ccc(/C=C2/C(=O)ON=C2c2ccccc2)s1,15,24%,-16%,-6%,-11%,15%,-2.9,-2.3
Cc1c(C(Nc2ccccn2)c2ccccc2)c(=O)n(-c2ccccc2)n1C (configuration not stated),-1,5%,?,-21%,-5%,1%,-0.9,0.8
Cc1n[nH]c(=O)c2c(NC(=O)CSc3nnc(-c4ccncc4)n3C)oc(C)c12,-5,-5%,10%,-17%,-5%,-1%,1.8,-0.8
Cc1ccc(OCC(=O)OC(C)CN2CCCCC2)cc1 (configuration not stated),0,5%,-1%,-3%,5%,7%,-0.2,-0.4
Cc1ccc(Cl)cc1-c1ccc(/C=N/n2cnnc2)o1,-6,-3%,-13%,-13%,-8%,-5%,-2.7,-3.0
C/C(=N\NC(=S)NC1CCCCC1)c1ccccc1,15,-8%,-12%,3%,-3%,-12%,-2.2,1.0
Brc1ccc2ncnc(NCc3ccccc3)c2c1,3,-4%,1%,-5%,-1%,11%,-0.6,-1.2
Cc1ccc(S(=O)(=O)NCC(c2ccccc2)N2CCN(c3ccc(F)cc3)CC2)cc1 (configuration not stated),-3,19%,-28%,1%,-11%,15%,0.5,1.5
CC1(C(=O)NS(=O)(=O)c2ccc(Cl)cc2)CCN1C(=O)CCc1ccccc1 (configuration not stated),5,0%,6%,5%,2%,-6%,0.9,-1.3
COc1ccc(-n2nc3c(c2NC(=O)C2CC(=O)N(c4ccccc4)C2)CS(=O)(=O)C3)cc1 (configuration not stated),-6,9%,-13%,-15%,0%,-26%,0.0,-1.4
CCOc1ccccc1NC(=O)COC(=O)CN1C(=O)NC(C)(C)C1=O,-5,3%,11%,8%,-9%,9%,0.6,1.1

Next part
SMILES,PI5P4K alpha inh,EPAC2 ag,EPAC1 antagonist,WRN helicase inh,PLK1 PBD inh,EPAC1 ag,IL-2 act,CCT modulator
COc1ccc(NC(=O)n2ncc3cc(Cl)ccc32)cc1OC,4,-1%,19%,-4%[57.1 µM],7%,2%,5.0,-19
COc1cc(C(=O)NC2CC3CCCC(C2)N3CC(=O)Nc2ccccc2)cc(OC)c1OC (configuration not stated),.,3%,0%,4%,-4%,0%,-0.1,-0.3
CC1=C(C(=O)N(C(C)C)C(C)C)CC(CC(=O)NC(c2ccccc2)c2ccccc2)C(=O)N1Cc1ccc(C(C)(C)C)cc1 (configuration not stated),-3,-8%,-19%,4%,-7%,-16%,-0.9,0.7
Cc1ccc(C(=O)N/C(=C\c2cccs2)C(=O)NCc2cccnc2)cc1,-5,11%,-3%,-29%,-8%,-11%,-1.6,0.8
O=C(c1cc2nc(-c3ccco3)cc(C(F)(F)F)n2n1)N1CCN(c2ccc(F)cc2)CC1,.,7%,-7%,-21%,-2%,4%,-0.9,-1.8
COc1ccc(CCNC(=O)Nc2cc(F)c(F)cc2Cl)cc1OC,4,9%,-7%,-2%,-2%,7%,2.2,-0.9
CC1CCCCN1C(=O)CN(C)S(=O)(=O)c1cccc2nsnc12 (configuration not stated),0,5%,-2%,-4%,-23%,9%,-1.6,-1.4
COCCn1c(SCC(=O)N2CC(=O)Nc3ccccc32)nc2ccccc2c1=O,0,2%,-12%,-8%,-7%,9%,-0.1,-4.4
COc1ccc(CCNC(=O)C(=O)NCC2OCCN2S(=O)(=O)c2ccc(Cl)cc2)cc1OC (configuration not stated),2,5%,10%,-1%,-10%,-3%,-2.6,0.1
O=C(NCCCCc1ccccc1)c1ccccc1Br,2,9%,-27%,0%,-2%,4%,0.1,1.6
NC(=O)C1(N2CCCCC2)CCN(C2CC(=O)N(Cc3ccc(N4CCCC4=O)cc3)C2=O)CC1 (configuration not stated),.,4%,4%,8%,-10%,1%,-3.7,-2.3
N#Cc1nc(-c2cccs2)oc1NCc1ccc(Cl)cc1,16,6%,0%,-12%,3%,-4%,-3.4,-5.7

Compound profiles, as listed above.
O=C(c1cc2nc(-c3ccco3)cc(C(F)(F)F)n2n1)N1CCN(c2ccc(F)cc2)CC1 is listed as PI5P4K alpha inh = .; EPAC2 ag = 7%; EPAC1 antagonist = -7%; WRN helicase inh = -21%; PLK1 PBD inh = -2%; EPAC1 ag = 4%; IL-2 act = -0.9; CCT modulator = -1.8
COc1ccc(NC(=O)n2ncc3cc(Cl)ccc32)cc1OC is listed as PI5P4K alpha inh = 4; EPAC2 ag = -1%; EPAC1 antagonist = 19%; WRN helicase inh = -4%[57.1 µM]; PLK1 PBD inh = 7%; EPAC1 ag = 2%; IL-2 act = 5.0; CCT modulator = -19

(more compounds)
SMILES,PI5P4K alpha inh,EPAC2 ag,EPAC1 antagonist,WRN helicase inh,PLK1 PBD inh,EPAC1 ag,IL-2 act,CCT modulator
COc1ccccc1CNc1cncnc1,-9,16%,6%,-3%,-18%,8%,2.3,-3.9
CCOC(=O)Nc1cccc(C(=O)O)c1,7,9%,-13%,-7%,4%,10%,1.1,-0.3
C/C(=N\NC(=S)Nc1ccc(C(C)C)cc1)c1ccc2c(c1)OCO2,2,7%,-21%,-27%,-6%,6%,-0.7,-0.2
COc1cc(C)nc(N2CCCC(C(=O)Nc3cccc(Cl)c3Cl)C2)n1 (configuration not stated),1,-3%,-14%,-4%,-19%,0%,-0.5,0.1
Cc1cnc(-c2nnc(N(C)C(=O)c3cccnc3)s2)cn1,-2,-2%,-3%,3%,-12%,4%,-1.2,-0.7
Cc1cc(Cn2nc(C(=O)NCc3cccc(Br)c3)cc2-c2ccccc2)on1,4,20%,?,-2%,-21%,-15%,-0.3,-4.3
C/C=C/Cn1c(Br)nc2c1c(=O)n(C)c(=O)n2C,.,6%,5%,-1%[57.1 µM],2%,1%,-2.7,1.0
CC(C)Cc1ccc(CN2CCCC(NC(=O)CCCN3CCCC3=O)C2)cc1 (configuration not stated),0,7%,-6%,-3%,-3%,-3%,1.4,-0.8
Cc1ccc(C)c(NC(=O)Cn2nnc(C(=O)Nc3c(C)cccc3C)c2N)c1,1,-4%,-26%,-1%,-5%,15%,3.6,-0.9
C#Cc1cccc(NC(=O)c2ccc(Cl)cc2Cl)c1,-14,18%,-12%,-9%,-8%,13%,-4.1,-1.3
O=S(=O)(c1cccc(NC(=S)N2CCN(c3ccccc3)CC2)c1)C(F)F,0,2%,-7%,-16%,-3%,-13%,-6.5,-3.2
CC(C)[C@@H](N)C(=O)NC[C@H]1O[C@@H](n2cnc3c(=O)[nH]c(N)nc32)[C@H](O)[C@@H]1O,5,-17%,1%,-6%,-1%,-19%,-0.1,1.2
